Assay outcomes from PubChem BioAssay.
H9c2 TAG inh: inhibitors of triacylglycerol accumulation, primary screen, cell-based, uHTS, fluorescence, H9c2 | H9c2 cells, Nile Red lipid (TAG) fluorescence; cells loaded with 200 µM oleic acid | inhibition, % at 12.5 µM | 230,000 compounds, 0.66% hits | AID 651582, 2012;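 active means pattern-corrected inhibition of lipid staining of at least 50% with the nuclear-stain viability signal not falling by more than 50%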;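 further: 0% = DMSO wells and 100% = triacsin C control wells; some results filed as inactive read as strong as hits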
H9c2 TAG inh DAPI viability: second read-out of H9c2 TAG inh, no call of its own (marks repeat the call); DAPI nuclei signal change (viability), lower = more cytotoxic, %;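 whole-well DAPI fluorescence read on a plate reader as a viability signal; minus 50 percent equals half of cells still viable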
Numbers without * were called inactive; & = joins results of further samples.

SMILES	H9c2 TAG inh	H9c2 TAG inh DAPI viability
CCOc1ccc(NC(=O)COC(=O)c2n[nH]c3ccccc23)cc1	12.3	1.5
Cc1sc2nc(CSCC(=O)Nc3ccc(OC(F)F)cc3)[nH]c(=O)c2c1C	-2.5	1.0
O=C(Nc1ccnn1C1CCN(C(=O)c2cccc(Cl)c2)CC1)C1CCOC1 (stereo not given)	-2.7	-3.7
O=C(c1c[nH]c2ccccc12)C(F)(F)F	-19.6	4.0
COc1ccc(OC)c(NC(=O)CN2C(=O)NC3(CCOc4ccccc43)C2=O)c1 (stereo not given)	37.1	-1.9
CCC(C)(C)NC(=O)C(c1cccc(OC)c1)N(C(=O)c1ccn[nH]1)c1cccc(OC)c1 (stereo not given)	14.5	-3.0
CCCC1NC(=O)c2cccnc2-n2c1nc1cc(F)c(F)cc1c2=O (stereo not given)	-10.8	8.5
COc1ccccc1NC(=O)N1CCN(c2ccnc3cc(Cl)ccc23)CC1	-15.7	10.0
Cc1ccc(/C=N/NC(=S)NCCc2ccccc2)s1	-4.9	3.0
COC(=O)c1cc(C(=O)OCC(=O)N(C)C2CCS(=O)(=O)C2)cc([N+](=O)[O-])c1 (stereo not given)	10.6	-3.1
COc1cccc(N=c2oc3c(C)ncc(CO)c3cc2C(N)=O)c1	11.5	20.1
COC(=O)c1cc(C)nc(N)c1C#N	-3.1	10.1
Cc1ccc(N2C(=O)C3C(C2=O)C(C(=O)c2ccc(Cl)cc2)N2CCCC32)cc1 (stereo not given)	-7.5	7.5
COc1ccc(-c2noc(-c3cccc(OC)c3OC)n2)cc1OC	-10.7	2.9
Cc1cc(OCC(=O)OCC(=O)Nc2cc(S(=O)(=O)N3CCOCC3)ccc2Cl)ccc1Cl	4.0	-1.2
COC(CNS(=O)(=O)c1ccc(S(=O)(=O)N2CCCC2)cc1)OC	1.2	1.6
Cc1ccc(-n2nc3c(c2NC(=O)c2c(F)cccc2Cl)CS(=O)(=O)C3)cc1C	1.3	3.8
COC(=O)C1CC(O)CN1S(=O)(=O)c1cccs1 (stereo not given)	18.8	5.2
O=C(CCCC(=O)Nc1cccnc1)Nc1cccnc1	10.7	-4.8
O=c1ccc2cc(S(=O)(=O)NCc3ccccc3)ccc2[nH]1	0.8	-3.5
C[C@@]1([C@@H](NC(=O)c2cccs2)c2ccc(-c3ccccc3)cc2)C[C@H]1C1CCCCC1	23.6	-2.7
O=C(O)CCC(=O)Nc1ccc(N2CCOCC2)cc1	12.3	-6.1
O=c1ccc(Oc2nc(N3CCCCC3)nc(N3CCCCC3)n2)n[nH]1	17.8	-13.4
COc1ccc(C(=O)O/N=C2\C(=O)N(C)c3ccccc32)cc1	-8.8	6.3
CCN(C(=O)COC(=O)/C=C/c1cccc([N+](=O)[O-])c1)c1ccccc1	-3.7	7.0
Cc1cc(C=O)c(C)c2c1[nH]c1ccccc12	2.9	4.3
CCC(=O)N(Cc1cc(=O)[nH]c2ccccc12)c1ccccc1C	-2.8	3.6
O=c1ccc(Cl)nn1-c1ccccc1	-2.5	5.2
Cc1occc1-c1nnc(SCC(=O)c2c[nH]c3ccccc23)n1C	-55.6	11.3
CN(C)CCn1c(N)nc2ccccc21	23.6	-20.2
Cc1c(Cc2ccccc2)c(=O)[nH]c(=O)n1C	10.6	-3.5
Oc1ccccc1N=Cc1c(O)ccc2oc3c(c12)CCCC3	-1.6	6.8
CC1=C(C(N)=O)C(c2ccco2)C(C(N)=O)=C(C)N1	-13.3	11.6
CCC(=O)N1CCN(c2ccccc2NC(=O)COc2ccc(C(C)C)cc2)CC1	9.6	-2.8
COc1cccc(C(C)(O)c2nc(-c3ccc(Cl)cc3)cs2)c1 (stereo not given)	-1.9	0.4
O=c1c(C=NCCCO)c(-c2ccccc2)[nH]n1-c1nc2ccccc2s1	10.2	-4.5
CC(=O)NC(Cc1c[nH]c2ccccc12)C(=O)OCC(=O)Nc1cc(C)on1 (stereo not given)	-4.2	-0.1
CC(C)CN(C(=O)COC(=O)Cn1cnc2ccccc2c1=O)C1CCS(=O)(=O)C1 (stereo not given)	-8.5	1.1
CC(=O)N1CCN(c2ccc(NCc3cccs3)cc2)CC1	-9.0	-8.3
CC1CCC(NCc2ccco2)CC1 (stereo not given)	-0.8	1.9

Compounds from the list above with a carbonyl joined to an NH by a bond outside any ring:
SMILES	H9c2 TAG inh	H9c2 TAG inh DAPI viability
CCOc1ccc(NC(=O)COC(=O)c2n[nH]c3ccccc23)cc1	12.3	1.5
Cc1sc2nc(CSCC(=O)Nc3ccc(OC(F)F)cc3)[nH]c(=O)c2c1C	-2.5	1.0
O=C(Nc1ccnn1C1CCN(C(=O)c2cccc(Cl)c2)CC1)C1CCOC1 (stereo not given)	-2.7	-3.7
COc1ccc(OC)c(NC(=O)CN2C(=O)NC3(CCOc4ccccc43)C2=O)c1 (stereo not given)	37.1	-1.9
CCC(C)(C)NC(=O)C(c1cccc(OC)c1)N(C(=O)c1ccn[nH]1)c1cccc(OC)c1 (stereo not given)	14.5	-3.0
COc1ccccc1NC(=O)N1CCN(c2ccnc3cc(Cl)ccc23)CC1	-15.7	10.0
COc1cccc(N=c2oc3c(C)ncc(CO)c3cc2C(N)=O)c1	11.5	20.1
Cc1cc(OCC(=O)OCC(=O)Nc2cc(S(=O)(=O)N3CCOCC3)ccc2Cl)ccc1Cl	4.0	-1.2
Cc1ccc(-n2nc3c(c2NC(=O)c2c(F)cccc2Cl)CS(=O)(=O)C3)cc1C	1.3	3.8
O=C(CCCC(=O)Nc1cccnc1)Nc1cccnc1	10.7	-4.8
C[C@@]1([C@@H](NC(=O)c2cccs2)c2ccc(-c3ccccc3)cc2)C[C@H]1C1CCCCC1	23.6	-2.7
O=C(O)CCC(=O)Nc1ccc(N2CCOCC2)cc1	12.3	-6.1
CC1=C(C(N)=O)C(c2ccco2)C(C(N)=O)=C(C)N1	-13.3	11.6
CCC(=O)N1CCN(c2ccccc2NC(=O)COc2ccc(C(C)C)cc2)CC1	9.6	-2.8
CC(=O)NC(Cc1c[nH]c2ccccc12)C(=O)OCC(=O)Nc1cc(C)on1 (stereo not given)	-4.2	-0.1

(next part)
SMILES	H9c2 TAG inh	H9c2 TAG inh DAPI viability
COc1cc2c3c(cccc3c1)C(=O)N(CCN1CCCC1)C2=O	117.0*	-40.7*
COc1ccc(OC)c(NC(=O)Nc2nnc(N3CCCCC3C)s2)c1 (stereo not given)	7.3	-4.3
Cc1cc(=O)oc(C)c1C(=O)NC1CCCCCCC1	-2.9	7.9
CC(=O)c1sc(NC(=O)c2cccnc2Cl)nc1C	-2.0	5.3
Cc1ccc2oc(=O)c3cnn(CC(=O)N4CCN(c5ccccc5)CC4)c3c2c1	-1.0	-3.0
CCN1CCC(C(N)=O)CC1	-6.0	2.5
Cc1cc(=O)n2nc(N3CCCC(C(=O)NCc4ccccc4)C3)sc2n1 (stereo not given)	1.5	-6.3
Cc1ccc(N(CCC#N)C(=O)COC(=O)C2=COCCO2)cc1	-13.2	6.7
Nc1ccc2c(c1)C(=O)c1cc(Cl)c(Cl)cc1-2	10.7	1.7
CC(C)NS(=O)(=O)c1ccc(CCC(=O)N2CCCCC2)cc1	1.2	-4.0
CC(=O)N1CCCc2cc(S(=O)(=O)NC(C(=O)NCc3ccc(C)cc3)C(C)C)ccc21 (stereo not given)	5.6	-8.4
CCOC(=O)c1cc2c(=O)n3ccccc3nc2n(C(C)C)c1=NC(=O)c1ccco1	6.6	21.2
CCN(CC)CCNC(=O)Cn1nc(-c2ccccc2)c2ccccc2c1=O	5.5	-2.3
Cc1nc2c(C#N)c[nH]n2c(=O)c1CCO	5.6	-3.5
COc1ccc(S(=O)(=O)Nc2cc3c4c(c2)CCC(=O)N4CCC3)cc1C	-17.3	2.4
COc1ccccc1OCC(=O)N1CCCC(Nc2ccc(C)c(C)c2)C1 (stereo not given)	4.3	2.4
CC(=O)c1ccc(S(=O)(=O)N2CCN(C)CC2)cc1	11.9	-2.9
CCN=c1sc(C(=O)Nc2ccccc2)c(C)n1CC	1.6	0.7
CC(=O)Nc1nc(CCC(C)C)cc2c1c(=O)oc1ccccc12	4.0	7.3
CCN1C=CC2=C(C#N)C(N)C(C#N)(C#N)C(c3ccccc3C(F)(F)F)C2C1 (stereo not given)	-64.4	1.4
Cc1cccc(NC(=O)CCN2CCOCC2)c1	-7.6	10.4
Cc1ccc(S(=O)(=O)N2c3ccccc3OCC2c2ccccc2)cc1 (stereo not given)	-36.6	-4.5
CC(=O)Nc1cccc(OCC(=O)NCCC2=CCCCC2)c1	12.6	3.3
Cc1nc(C)c(NC(=O)OC(C)C)cc1NC(=O)OC(C)C	1.3	-6.3
O=C(Nc1nc2ccc([N+](=O)[O-])cc2s1)c1ccncc1	-10.5	12.5
CCN(CC)C(=O)CC(c1ccc(OC)cc1)c1c(OC)cc(OC)c2ccc(=O)oc12 (stereo not given)	-8.0	-7.4
O=C(CSc1nc2ccccc2c(=O)n1CCCO)Nc1ccc2c(c1)OCCO2	15.9	-3.4
O=C(NCC(O)c1ccccc1)c1ccccc1 (stereo not given)	-0.4	-4.7
c1ccc(-c2nc3c(ccc4ccccc43)[nH]2)nc1	12.2	-10.5
O=C(COC(=O)[C@@H]1CCCN1S(=O)(=O)c1ccccc1F)Nc1ccc(OC(F)F)cc1	-2.8	-2.3
COC(=O)c1c(C)nn(-c2ccccc2)c1-n1cccc1	30.4	-26.6
CCOC(=O)c1cc(-c2ccccc2)sc1NC(=O)COC	7.8	-1.1
O=C(C1CCCN(S(=O)(=O)c2cccc3nsnc23)C1)N1CC=C(c2ccccc2)CC1 (stereo not given)	4.1	-13.6
O=c1c2ccccc2nc(/C=C/c2c[nH]c3ccccc23)n1-c1ccc([N+](=O)[O-])cc1	24.4	4.9
O=[N+]([O-])c1ccc(SCCc2ccncc2)cc1	-17.3&-1.4	-4.0&-0.1
CN(C(=O)CSc1nnc(NC2CCCCC2)s1)C1CCS(=O)(=O)C1 (stereo not given)	-20.7	10.5
CCC(=O)c1c[nH]c(C(=O)NCCCn2ccnc2)c1	4.1	8.3
O=C(CSc1ncc(-c2ccc(F)cc2)n1Cc1ccco1)Nc1nccs1	22.3	-3.0
CCOc1ccc(C(=O)OCC(=O)Nc2cccc(S(=O)(=O)N3CCCC3)c2)cc1	5.3	4.4
CC(=O)Nc1ccc2c(c1)CCCC2	-1.1	-4.4
CCCCCOC(=O)C1=C(C)NC(=O)NC1c1ccccc1OCC (stereo not given)	-5.9	-2.7
O=C(COC(=O)C1CC2CCCC(C1)C2=O)Nc1nc(-c2ccc(F)c(F)c2)cs1 (stereo not given)	-2.0	0.4
FC(F)(F)c1ccc(-c2n[nH]c(=S)o2)nc1	1.6	-2.5
CCOC(=O)C1CCN(C(=O)CSc2ccccc2)CC1	18.6	-0.1
CSc1ccc(C(=O)N2CCc3ccc(NC(=O)c4ccccn4)cc3C2)cc1	14.2	-4.8
CC(NC(=O)COC(=O)C12CC3CC(CC(Br)(C3)C1)C2)c1ccccc1 (stereo not given)	7.0	0.3
COc1ccc(CC(=O)OCC(=O)NC(=O)Nc2ccccc2F)cc1	6.3	-1.9
CCc1c(C(C)S(=O)(=O)c2ccccc2)[nH]c(=O)n1CC (stereo not given)	4.3	2.3
Cc1ccccc1OCCOC(=O)c1ccc(S(=O)(=O)N2CCCC2)cc1	0.5	1.4
COc1ccc(S(=O)(=O)N(C)C[C@H]2OCCCC[C@H](C)Oc3ccc(N(C)C)cc3C(=O)N([C@H](C)CO)C[C@@H]2C)cc1	14.8	-0.1

Structures shown so far that contain a CF3 group (3):
SMILES	H9c2 TAG inh	H9c2 TAG inh DAPI viability
O=C(c1c[nH]c2ccccc12)C(F)(F)F	-19.6	4.0
CCN1C=CC2=C(C#N)C(N)C(C#N)(C#N)C(c3ccccc3C(F)(F)F)C2C1 (stereo not given)	-64.4	1.4
FC(F)(F)c1ccc(-c2n[nH]c(=S)o2)nc1	1.6	-2.5

Next part.
SMILES	H9c2 TAG inh	H9c2 TAG inh DAPI viability
O=P(c1ccc2c(c1)OCCO2)(N1CCOCC1)N1CCOCC1	-6.7	-8.6
Cc1cc(N2C(=O)C3CC=CCC3C2=O)no1 (stereo not given)	-10.4	-2.2
CC1=C(C)C(=O)C(CCCCC#CCCCC#CCO)=C(C)C1=O	-62.1	-3.6
O=C(NCc1cccnc1)c1cccc2c1C(=O)N(C1CCCCC1)C2	13.5	-6.9
CCCN(Cc1ccc(C)cc1)C(=O)c1ccc(CNS(=O)(=O)c2ccc(C(C)=O)cc2)cc1	2.8	1.0
Cc1ccc2oc(/N=C(\N)NC(=O)C(C)(C)C)nc2c1	6.5	2.9
COCCNC(=O)c1cc2cc(Cl)cc(Cl)c2oc1=O	3.1	-8.2
COc1cccc(C=Nc2ccc(N3CCOCC3)cc2)c1O	2.4	-4.9
COc1cccc2oc3ccc(C#Cc4ccccn4)cc3c(=O)c12	10.6	22.9

This is a subset (hit frequency here may not be typical).
